# Screening results deposited in PubChem BioAssay by National Center for Advancing Translational Sciences (NCATS).
# FLuc modulator: firefly luciferase modulation, counter-screen for miR-21 project | Potency, µM (doses to about 57.5 µM), inactives show at the highest dose activity change, negative = inhibition, usual class: inhibitors | purified FLuc, Km substrates, luminescence inhibition | 6.9% of 360,000 active | P08659;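 also: potency is read from the fitted curve at half-maximal effect; plate controls were vehicle for no effect and reference inhibitor for full effect; nearly all actives have a fitted effect of over 55% in size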
#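 Biochemical qHTS of compounds, final roughly 60 µM downward over six points, against 10 nM purified firefly luciferase using Km concentrations of substrates (10 uM D-luciferin, 10 uM ATP) in Tris acetate pH 7.5 buffer; luminescence output.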
# MBNL1-CUG inh: MBNL1-poly(CUG) RNA binding inhibition; AID 2675; Potency, µM (doses to about 57.5 µM), without a hit: at the highest dose activity change, negative = inhibition, hits mostly inhibitors; Q9NR56; TR-FRET MBNL1-His/biotin-(CUG)12 binding, 665/545 ratio; 0.036% of 280,000 active; active = well fitted inhibition curve with a large enough effect in the signal ratio, with a control signal flat, not every such curve was filed as active; inconclusive = small, poorly fitted or top-dose-only effect, or effect the other way, or a change in a side signal; inactive = no such curve, though single readings can be large or run the other way; the % refers to the signal ratio; also: potency is read from the fitted curve at half-maximal effect; % is scaled to controls: 0 for no effect and ±100 for the full control effect
#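 Ratiometric TR-FRET (665 over 545 nm, excitation 340 nm) tracks disruption of MBNL1-His/biotin-(CUG)12 complex after 60 min at room temperature, with compounds at 92 nM to 58 uM final.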
# PKM2 activator: activators of human pyruvate kinase M2 | P14618 | purified PKM2, Kinase-Glo ATP luminescence, activation; response scale: 0% is enzyme alone, no compound | Potency, µM (doses to about 57.5 µM), inactives show top-dose activation, actives largely listed as activators | 0.34% of 260,000 active; also: potency is read from the fitted curve at half-maximal effect; % is scaled to controls: 0 for no effect and ±100 for the full control effect; nearly all actives have a fitted effect of over 55% in size
# Target sequence (P14618 whole entry, looked up): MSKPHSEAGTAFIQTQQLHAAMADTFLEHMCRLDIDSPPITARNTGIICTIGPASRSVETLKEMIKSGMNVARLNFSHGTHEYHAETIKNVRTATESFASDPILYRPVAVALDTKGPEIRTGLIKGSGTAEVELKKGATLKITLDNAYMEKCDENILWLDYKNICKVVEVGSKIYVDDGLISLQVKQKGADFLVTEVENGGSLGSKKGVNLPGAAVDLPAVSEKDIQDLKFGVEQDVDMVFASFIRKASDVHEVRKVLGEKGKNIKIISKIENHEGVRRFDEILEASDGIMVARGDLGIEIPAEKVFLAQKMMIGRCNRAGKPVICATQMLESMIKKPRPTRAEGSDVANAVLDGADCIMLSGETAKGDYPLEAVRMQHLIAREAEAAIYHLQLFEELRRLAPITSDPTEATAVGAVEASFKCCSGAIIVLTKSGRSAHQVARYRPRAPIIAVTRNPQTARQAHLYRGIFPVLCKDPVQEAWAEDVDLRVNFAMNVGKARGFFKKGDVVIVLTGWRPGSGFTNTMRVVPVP
#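 Purified hPK-M2 (>95%) run at intermediate activity with 0.1 mM ADP and 0.5 mM PEP in 50 mM imidazole pH 7.2, KCl, MgCl2; 1 h room temperature. ATP formed read by Kinase-Glo luminescence; normalized to uninhibited and no-enzyme controls.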
# Mito fusion yeast: inhibitors of mitochondrial division or activators of mitochondrial fusion. S. cerevisiae fusion-defective mutant growth rescue, CellTiterGlo 48 h. Potency, µM (highest dose often 46.1 µM), without a hit: at the top dose growth rescue (activation), hits mostly activators. 0.23% of 320,000 active. AID 485298;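 also: potency is read from the fitted curve at half-maximal effect; % of control where 0% means no effect; nearly all actives have a fitted effect of over 45% in size; temperature-sensitive fusion mutants such as fzo1-1 at 37 °C on non-fermentable ethanol glycerol medium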
#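 Yeast fusion mutant, YPEG (non-fermentable carbon), compound, 48 h at 37C non-permissive; CellTiterGlo added, 10 min RT, luminescence read. Rescued growth = division inhibition.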
# ELG1 repair inh: blocks ELG1-dependent DNA repair in HEK293T cells; 2.3% of 330,000 active; Potency, µM (series often up to 46.1 µM), for the others: at the top dose activity change, negative = inhibition, actives largely listed as inhibitors; HEK293T ELG1-luciferase reporter, luminescence, 16 h; DNA damage induced by 5-fluorouridine; AID 504467; also: potency is read from the fitted curve at half-maximal effect; % is scaled to controls: 0 for no effect and ±100 for the full control effect; nearly all actives have a fitted effect of over 55% in size
#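 HEK293T cells expressing luciferase-tagged ELG1 (2,000/well) received 5-Fluorouridine plus compound or DMSO for 16 hr at 37 °C. Luciferase was read by ONE-Glo luminescence after 30 min at room temperature.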
# KCNH2 3.1 inh: blocks the human KCNH2 3.1 channel isoform | U2OS KCNH2 3.1, thallium flux FluxOr; active compounds read low | AID 720553 | activity change, % (tested at about 1.8 µM) | 0.95% of 340,000 active;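 active = maximum activity change below -70%; inconclusive = maximum activity change from -70% to -50%; inactive = maximum activity change above -50%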;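 also: thallium influx rate constant from kinetic fluorescence after stimulation buffer; % is scaled to controls: 0 for no effect and ±100 for the full control effect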
#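 Thallium flux via FluxOr fluorescence (Red40 quencher, 45 min loading) in U2OS cells virally expressing the KCNH2 3.1 isoform (1.77 x 10^8 /mL virus, overnight at 37 C). Rate constants from 2-min kinetic reads post-stimulation, normalised to positive and negative controls.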
# VP16 counter: Gal4-VP16 reporter inhibition counter-screen. Drosophila S2 Gal4-VP16 UAS-luciferase, luminescence, 20 h. Potency, µM (series often up to 53.6 µM), for the others: at the top dose activity, negative = inhibition, most hits filed as inhibitors. 3.5% of 310,000 active. AID 2546;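 also: Gal4-VP16 expression switched on by copper sulfate through the metallothionein promoter; potency is read from the fitted curve at half-maximal effect; % is scaled to controls: 0 for no effect and ±100 for the full control effect; nearly all actives have a fitted effect of over 50% in size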
# NPC1 prom act: NPC1 promoter activation; Huh7 NPC1 promoter luciferase reporter, 24 h; Potency, µM (top dose mostly 9.22 µM), for inactives: top-dose activation, most hits filed as activators; 2.4% of 320,000 active; AID 485313;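 also: potency is read from the fitted curve at half-maximal effect; % of control where 0% means no effect; nearly all actives have a fitted effect of over 60% in size; reporter is driven by a mutant NPC1 promoter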
#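 Cells: Huh7 expressing luciferase under the NPC1 promoter, 1500/well. Seeded 2 h, compound added, incubated 24 h at 37 °C. Luciferase reagent, 10 min ambient, then luminescence.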
# RORg inh: inhibitors of mouse ROR gamma transcriptional activity; P51450; Drosophila S2 Gal4-RORgamma UAS-luciferase reporter, 20 h; Potency, µM (titrated, usually from 53.6 µM), for the others: at the top dose activity change, negative = inhibition, actives largely listed as inhibitors; 5.4% of 310,000 active; AID 2551; also: potency is read from the fitted curve at half-maximal effect; % is scaled to controls: 0 for no effect and ±100 for the full control effect; nearly all actives have a fitted effect of over 60% in size
#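 Luminescence from a UAS-regulated Photinus luciferase reporter in stably transfected Drosophila Schneider cells is measured; decreased signal marks ROR gamma inhibition. Fusion expression is induced by 700 uM copper sulfate for 20 hr.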
# Menin-MLL TR inh: displaces Texas Red mutant MLL peptide from human menin. 0.23% of 270,000 active. Potency, µM (series often up to 61.6 µM), for inactives: at the top dose FP activity change, negative = inhibition, actives largely listed as inhibitors. AID 1768. Menin + Texas Red MLL mutant peptide, fluorescence polarization; active = well fitted inhibition curve with a large enough effect in the polarisation, with a control signal flat, not every such curve was filed as active; inconclusive = small, poorly fitted or top-dose-only effect, or effect the other way, or a change in a side signal; inactive = no such curve, though single readings can be large or run the other way; the % refers to the polarisation; also: potency is read from the fitted curve at half-maximal effect; % of control where 0% means no effect; many of its hits are not listed in these tables
# Target sequence (O00255 whole entry, looked up): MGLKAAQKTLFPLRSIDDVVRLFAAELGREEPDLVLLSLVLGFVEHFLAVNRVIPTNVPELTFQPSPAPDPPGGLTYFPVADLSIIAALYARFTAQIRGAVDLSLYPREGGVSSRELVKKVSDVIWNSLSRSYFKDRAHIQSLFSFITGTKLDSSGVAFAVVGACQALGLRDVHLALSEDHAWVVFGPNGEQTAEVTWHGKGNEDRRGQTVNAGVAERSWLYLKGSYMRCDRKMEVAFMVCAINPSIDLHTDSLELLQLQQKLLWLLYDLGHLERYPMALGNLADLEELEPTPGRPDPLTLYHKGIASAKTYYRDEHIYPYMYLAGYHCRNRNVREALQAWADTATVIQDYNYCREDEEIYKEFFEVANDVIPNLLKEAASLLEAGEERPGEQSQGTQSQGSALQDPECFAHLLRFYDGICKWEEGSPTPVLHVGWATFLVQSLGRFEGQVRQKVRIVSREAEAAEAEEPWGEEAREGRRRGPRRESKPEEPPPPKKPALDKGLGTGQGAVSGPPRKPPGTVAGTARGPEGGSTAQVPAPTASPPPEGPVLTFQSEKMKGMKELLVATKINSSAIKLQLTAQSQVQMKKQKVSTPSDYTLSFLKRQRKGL
# Rab9 promoter act: activates the Rab9 promoter; Huh7 Rab9 promoter-luciferase reporter, luminescence, 24 h; Potency, µM (highest dose often 9.22 µM), for inactives: at the highest dose activation, negative = inhibition, usual class: activators; 2.8% of 320,000 active; AID 485297; also: potency is read from the fitted curve at half-maximal effect; % of control where 0% means no effect; nearly all actives have a fitted effect of over 60% in size
#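 Cell-based reporter: Huh7 stable for Rab9 promoter-driven luciferase, plated in reduced-serum medium with 10% FBS at 1500 cells/well, compound-treated 24 h at 37 °C, luminescence read after 10 min reagent.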
# * hit, by the source's call; ? = inconclusive; nt = no result given; [ ] = another dose, or the depositor's remark. Unless noted, calls follow the shape of the dose curve; as a rule, active = well fitted curve in the direction sought with a large enough effect; inconclusive = small, poorly fitted or top-dose-only effect, or another doubt; inactive = no such curve, though single readings can be large; an effect the other way counts as inactive or inconclusive. Only part of the results is shown (hit frequency here may not be typical).
SMILES,FLuc modulator,MBNL1-CUG inh,PKM2 activator,Mito fusion yeast,ELG1 repair inh,KCNH2 3.1 inh,VP16 counter,NPC1 prom act,RORg inh,Menin-MLL TR inh,Rab9 promoter act
COCCn1c(SCC(=O)NC(C)c2ccc(F)cc2)nc2ccccc21 (centres undefined),1%,2%,-8%,-22%,13%,-3,0%,2%,0%,13%,-5%
CC(=O)Nc1ccc(S(=O)(=O)NCCC(=O)Nc2ccc(C)c(F)c2)cc1,-1%,-5%,-9%,-1%,-2%,6,23%,0%,1%,-3%,0%
COCCNC(=O)Cn1c(=O)n(CCCC(=O)NCc2ccc3c(c2)OCO3)c(=O)c2sccc21,-2%,-2%,-8%,-3%,-1%,4,11%,-3%,-44%,1%,0%
COc1ccc(C)cc1NC(=O)c1[nH]c(C)c(C(C)=O)c1C,-7%,71%[activator],24%,12%,9%,6,-17%,4%,12%,0%,-4%
Cc1cc(C(=O)OCc2nc3ccccc3s2)c(C)o1,19µM*,-7%,-2%,-2%,nt,-11,13%,nt,33%,-17%,nt
CCC(NC(=O)C1CCC1)c1ccc(C)cc1 (centres undefined),2%,5%,-5%,0%,-2%,-7,9%,-3%,-3%,-5%,-4%
O=C(NNC1=C(C(=O)C(F)(F)F)CCC1)c1ccncc1,-5%,7%,29%,3%,-4%,5,-20%,0%,?,14%,-5%
Cc1ccc(NC(=S)NCC2CCN(C(C)c3ccccc3)C2)cc1C (centres undefined),-2%,-7%,3%,14%,?,10,?,-1%,8.9µM*,-12%,-6%
COc1ccc(-n2c(C)nnc2SCC(=O)N2CCOCC2)cc1,-1%,-2%,11%[11.5 µM],1%,4%,14,16%,-5%,-16%,-7%,-1%
Cc1ccccc1SCCNC(=O)CCc1ccccc1,?,1%,1%,8%,?,nt,-7%,3%,15%,-1%,3%
CCOc1ccccc1CNc1nc2ccccc2n1C,1%,-2%,-2%[11.5 µM],-14%,-2%,-17,-13%,0%,-30%,-16%,-3%
Cc1nnc(SCc2nnc(-c3ccccc3Br)o2)n1-c1ccccc1,-14%,8%,-16%,9%,5%,4,28%,-1%,?,-20%,-1%
CC1CCC(NC(=O)C2CCC(CNS(=O)(=O)c3cccc4nsnc34)CC2)CC1 (centres undefined),-1%,?,-2%,-2%,19%,-2,6%,-2%,-15%,13%,-8%
Cn1nc(C(F)(F)F)c(C(=O)Nc2ccc(F)cc2F)c1Sc1ccc(C(F)(F)F)cc1,1%,18%,2%,4%,-10%,-9,8%,-1%,0%,nt,2%
Cc1cccc(OCCNC(=O)c2ncn[nH]2)c1,-2%,-10%,-19%,4%,4%,-4,nt,7%,0%[0.365 µM],?,1%
Cc1c(O)ccc(C(=O)CN2CCN(c3ccccc3)CC2)c1O,-3%,-6%,2%[0.46 µM],6%,-13%,-4,-3%,-4%,5%,4%,0%
CN(CC(=O)Nc1ccc(N2CCOCC2)cc1)Cc1c(O)ccc2ccccc12,-14%,1%,11%,-3%,-3%,-4,18%,3%,1.8µM*,-6%,-2%
COc1ccc(C(=O)N=c2sc3ccccc3n2C)cc1,1.7µM*,-6%,0%,15%,?,4,-3%,3.2µM*,14%,?,2.5µM*
CN1CCN(CCNC(=O)Nc2ccc([N+](=O)[O-])cc2)CC1,-1%,?,-5%,2%,-1%,4,16%,-4%,-3%,14%,12%
COc1ccc(-c2noc(CCC(=O)N(C)c3cccc(C)c3)n2)cc1,-3%,1%,-1%,6%,-3%,-2,-1%,2%,7%,-3%,0%
Cc1ccc2[nH]c3c(c2c1)CN(C(=O)CN1CCN(c2ccccn2)CC1)CC3,-2%,0%,0%,-1%,?,-33,-2%,8%,-25%[10 µM],-6%,1%
CCOc1ccc(NC(=O)C2CCCN(S(=O)(=O)c3ccc4c(c3)CC(C)N4C(C)=O)C2)cc1 (centres undefined),-2%,3%,11%[0.46 µM],-5%,?,-15,-8%,-5%,32%,-1%,-1%
Cc1nc2cc(C(F)(F)F)ccc2n1CCNc1nc(-c2cc(Cl)c(N)c(Cl)c2)cs1,4%,4%,?,2%,-16%,-12,-1%,-5%,18µM*,?,-1%
Cc1ccc(S(=O)(=O)NCCC(=O)Nc2ccc(S(=O)(=O)NC(C)C)cc2)cc1,3%,-8%,2%,5%,-17%,2,7%,-1%,3%,-7%,-2%
O=C(Nc1ccccc1)NC1CCCc2ccccc21 (centres undefined),4%,5%,0%,-1%,-15%,-16,-3%,-2%,-3%,?,-2%
COc1ccc(COC(=O)c2sc3nc4n(c(=O)c3c2C)CCC4)cc1,?,nt,nt,10%,-21%,10,nt,0%,nt,nt,-4%
Cc1ccccc1NC(=O)C1CCN(C(=O)NC2CCCCC2)CC1,2%,2%,0%,-1%,0%,4,4%,-1%,-27%,5%,-3%
CCC(=O)N1CCN(c2ccnc3cc(Cl)ccc23)CC1,-2%,2%,-1%,-1%,-16%,-11,1%,-1%,-7%,nt,-4%
C#CCOCCOCCOCCNc1nc(N2CCN(C(=O)[C@H]([C@@H](C)CC)n3cc([C@@H](N)Cc4ccc(O)cc4)nn3)CC2)nc(N2CCN(C(=O)[C@H](CCCCN)n3cc([C@@H](N)CC(C)C)nn3)CC2)n1,-1%,-8%,-6%,0%,15%,nt,-4%,-1%,-24%,?,2%
Cn1cccc1CC(=O)NNC(=S)NC(=O)c1ccc(F)cc1,-1%,nt,17%,-1%,0%,-17,?,6%,?,nt,0%
O=C(CSc1nnc(Cc2ccccc2)o1)NCCc1ccccc1,-1%,-6%,2%,4%,nt,8,3%,nt,11%,-23%,nt
C=CCN1C(=O)c2ccc(C(=O)OCC(=O)N(CC)C3CCS(=O)(=O)C3)cc2C1=O (centres undefined),2%,nt,nt,-6%,17%,13,nt,0%,nt,nt,2%
COc1ccc(C=Nc2cccc3ncccc23)cc1,-7%,14%,-7%,7%,2%,-21,-6%,0%,-11%,6%,-1%
CC(C)OC(=O)C(=O)NNc1ccccc1,0%,-16%,-6%,7%,?,nt,-7%,-2%,-7%,0%,-3%
COc1ccccc1NC(=O)C1CCN(S(=O)(=O)c2cccs2)CC1,-2%,nt,nt,-4%,21%,-12,nt,-9%,nt,nt,-5%
COc1cc(C2Nc3ccc4ncccc4c3C3=C2C(=O)CC(C)(C)C3)cc(OC)c1O (centres undefined),-2%,?,-1%,-3%,?,-10,-9%,-1%,-23%,nt,-11%
CC(C)(C)NC(=O)C(c1ccco1)N(C(=O)c1csnn1)c1ccccc1 (centres undefined),10%,-2%,3%,-3%,2%,11,14%,-1%,4%,1%,-2%
CSc1nc(N)c2c(n1)OC(N)=C(C#N)C2c1cccnc1 (centres undefined),-2%,-7%,-20%,-3%,-3%,20,3%,-6%,-2%,-5%,-4%
CC(C)(C)c1ccc(S(=O)(=O)NCC(=O)Nc2sc3c(c2C(N)=O)CCCC3)cc1,-1%,5%,-2%,0%,?,-2,10%,9%,-23%,7%,-5%
O=C(COC(=O)CN1C(=O)c2ccccc2C1=O)Nc1ncc(Cl)cc1Cl,-1%,15%,-1%,-4%,?,-1,-15%,-7%,9%,0%,0%
COc1ccc(Nc2ncnc3scc(-c4ccc(OC)cc4)c23)cc1,-2%,-9%,-2%,9%,12µM*,2,-8%,-3%,-12%,-17%,-1%
COc1ccccc1N1CCN(C2CCCN(C(=O)CCc3cnccn3)C2)CC1 (centres undefined),4%,-2%,nt,0%,1%,1,-5%,-11%,0%,nt,0%
COC(=O)NNC(=O)c1ccc(C)cc1,0%,-2%,15%,1%,nt,-2,-12%,nt,-3%,0%,nt
O=C(Nc1ccccc1)c1ccc(Cn2cc(C(F)(F)F)ccc2=O)cc1,-13%,2%,-3%,-2%,-11%,11,-2%,0%,9%,16%,-2%
COc1cc(C2N(Cc3ccccc3)CCN2Cc2ccccc2)ccc1OC(C)=O,0%,-4%,1%,-5%,-11%,3,?,0%,-24%,-27%,-1%
Cc1ccc(NC2=NCC(=O)N2Cc2ccccc2)c(C)c1,0%,-4%,10%,2%,-2%,-4,0%,25%,?,8%,-3%
COc1ccc(OC)c(NC(=O)c2ccc(OC3CSC3)cc2)c1,11µM*,-9%,-2%,7%,?,-4,12%[10 µM],-2%,34%,5%,0%
